Assay outcomes: PubChem BioAssay, Sanford-Burnham Center for Chemical Genomics
SENP7 block: blocks the human protease SENP7; recombinant SENP7, Z-RLRGG-aminoluciferin luminescence, 40 min; inhibition, % at 5 µM; 330,000 compounds, 1.5% hits;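 active = inhibition above about 50% at the single test dose, limit read from the data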;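 also: plate controls were DMSO with enzyme for no effect and no enzyme buffer wells for full effect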
Target sequence (Q9BQF6 706-1050 limits assumed): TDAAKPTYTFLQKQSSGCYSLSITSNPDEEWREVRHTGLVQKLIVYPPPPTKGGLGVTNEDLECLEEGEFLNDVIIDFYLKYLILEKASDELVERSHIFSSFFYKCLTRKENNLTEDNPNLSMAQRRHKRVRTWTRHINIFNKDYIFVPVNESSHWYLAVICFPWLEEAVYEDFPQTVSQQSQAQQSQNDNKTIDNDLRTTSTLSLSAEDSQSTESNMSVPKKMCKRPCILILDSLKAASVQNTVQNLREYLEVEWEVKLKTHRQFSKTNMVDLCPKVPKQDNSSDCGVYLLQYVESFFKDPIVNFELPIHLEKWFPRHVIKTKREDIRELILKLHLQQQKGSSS
SENP1 inh: inhibitors of human SENP1 SUMO protease catalytic domain; inhibition, % at 10 µM; recombinant SENP1 catalytic domain, CyPet-SUMO1-YPet FRET cleavage; 360,000 compounds, 0.21% hits; Q9P0U3;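 active = inhibition at least 30% at 10 µM, raw YFP signal under a set limit, fluorescence ratio 0.5 to 1.5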;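 also: 0% = enzyme with DMSO and 100% = no enzyme wells; some results filed as inactive read as strong as hits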
Target sequence (Q9P0U3 419-644 limits assumed): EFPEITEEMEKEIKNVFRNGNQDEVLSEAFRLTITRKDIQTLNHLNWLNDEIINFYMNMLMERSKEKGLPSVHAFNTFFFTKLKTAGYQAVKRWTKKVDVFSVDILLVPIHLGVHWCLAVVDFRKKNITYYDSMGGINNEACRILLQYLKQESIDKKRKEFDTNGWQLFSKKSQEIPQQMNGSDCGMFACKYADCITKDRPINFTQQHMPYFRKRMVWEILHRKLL
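Controls: no-enzyme wells low, DMSO-plus-enzyme wells high control. Test system: human recombinant His6-tagged SENP1 catalytic domain enzyme. Reagent: SFCypet-SUMO1-SFYpet FRET protein substrate, 25 nM final. Doses: one dose per compound, 10 µM, 0.5% DMSO. Detection: FRET, CFP and YFP emission. Timing: 50 min reaction at room temperature.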
Apaf1 inhib: human Apaf-1 inhibition | 330,000 compounds, 0.71% hits | AID 489030 | reconstituted apoptosome caspase-3 activity, DEVD-Rh110 fluorescence | O14727 | inhibition, % at 20 µM; active = inhibition of at least 40% at 20 µM;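 also: plate controls were DMSO wells for no effect and DEVD-CHO caspase inhibitor wells for full effect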
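Material: reconstituted apoptosome with Apaf-1, cytochrome c, caspase-9, procaspase-3, dATP; medium: pH 7.5 Hepes buffer with CHAPS, BSA, DTT; also added: cytochrome c and DEVD-Rh110 substrate; timing: 30 min plus 50 min, RT; signal: Rh110 fluorescence intensity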
SENP8 block-1: blocks human SENP8 cleavage of Nedd8 substrate. Q96LD8. recombinant SENP8, Nedd8 substrate fluorescence. inhibition, % at 20 µM. 360,000 compounds, 0.64% hits. AID 602440; in the data active = inhibition mostly above about 40%, no sharp cut-off; inactive = mostly below about 27%
SENP6 inh: blocks the human protease SENP6; Q9GZR1; 330,000 compounds, 1.8% hits; Recombinant SENP6 catalytic domain, aminoluciferin luminescence; inhibition, % at 10 µM;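 active = inhibition above about 50% at the single tested dose, limit read from the data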;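 also: plate controls were DMSO wells with enzyme for no effect and DMSO wells lacking enzyme for full effect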
Target sequence (Q9GZR1 628-1112 limits assumed): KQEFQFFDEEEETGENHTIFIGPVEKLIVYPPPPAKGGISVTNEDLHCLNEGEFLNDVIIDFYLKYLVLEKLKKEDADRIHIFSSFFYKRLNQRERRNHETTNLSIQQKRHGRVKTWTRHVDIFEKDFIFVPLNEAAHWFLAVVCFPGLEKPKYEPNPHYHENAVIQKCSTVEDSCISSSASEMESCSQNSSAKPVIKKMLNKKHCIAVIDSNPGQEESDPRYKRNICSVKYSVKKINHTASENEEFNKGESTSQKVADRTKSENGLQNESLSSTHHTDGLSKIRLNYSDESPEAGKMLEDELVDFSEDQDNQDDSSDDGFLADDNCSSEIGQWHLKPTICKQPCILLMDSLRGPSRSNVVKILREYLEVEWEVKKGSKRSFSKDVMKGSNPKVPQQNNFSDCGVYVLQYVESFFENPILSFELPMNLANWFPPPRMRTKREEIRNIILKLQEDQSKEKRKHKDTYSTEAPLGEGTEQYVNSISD
PfGluPho inh: PfG6PD (Plasmodium falciparum) enzyme inhibition. PfGluPho enzyme, NADPH resazurin-diaphorase fluorescence. inhibition, % at 20 µM. 350,000 compounds, 0.78% hits. AID 504690;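 active = inhibition reaching at least a set limit at 20 µM in the primary screen, cut at about 59% in these data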;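 also: 0% = DMSO wells with substrate and 100% = DMSO wells lacking glucose-6-phosphate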
SENP8 block-2: inhibitors of human SENP8 protease. Q96LD8. AID 2540. purified SENP8, Z-RLRGG-aminoluciferin cleavage, luminescence. 330,000 compounds, 1.2% hits. inhibition, % at 10 µM; in the data active = inhibition above about 50%
HKDC1 inh: inhibitors of human hexokinase HKDC1; Q2TB90; 340,000 compounds, 0.16% hits; recombinant HKDC1, G6PDH/diaphorase resazurin coupled fluorescence; inhibition, % at 20 µM;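 active = inhibition above about 35% when tested at 20 µM, limit read from the data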;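 also: plate controls were DMSO wells with enzyme for no effect and DMSO wells lacking enzyme for full effect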
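Assay system: recombinant HKDC1 hexokinase; detection: coupled resazurin fluorescence, excitation 525 nm, emission 613 nm; benchmarks: DMSO-plus-enzyme-mix negative control, buffer-substituted positive control; compound dosing: single 20 µM dose; schedule: 90 min at room temperature in dark; also added: glucose plus 1 mM ATP as hexokinase substrates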
* = called active by the depositor; . = not tested or not shown.

SMILES	SENP7 block	SENP1 inh	Apaf1 inhib	SENP8 block-1	SENP6 inh	PfGluPho inh	SENP8 block-2	HKDC1 inh
COc1ccc(C2/C=C\CN(C(=O)CC(C)C)CC(=O)N2Cc2ccc(F)cc2)cc1 (stereo not drawn)	8	-1	15	18	-20	2	-8	-5
S=C(NCc1ccco1)Nc1ccc(Oc2ccc(Cl)cc2)cc1	5	0	9	-2	-2	-4	5	1
Cc1cc(=O)oc2c(CN(CC(C)C)CC(C)C)c(O)ccc12	-7	.	18	.	-10	4	-3	-4
O=C(CN(c1cccc(C(F)(F)F)c1)S(=O)(=O)c1ccccc1)N1CCOCC1	4	1	1	4	0	-2	6	0
CCN(C(=O)CSc1nc2scc(-c3ccccc3)c2c(=O)n1N)C1CCS(=O)(=O)C1 (stereo not drawn)	.	-1	.	-3	.	-3	.	1
COc1ccccc1CCNC(=O)CSc1nc(-c2ccco2)cc(C(F)(F)F)n1	6	1	27	-27	-10	14	-3	-7
CC(=O)OC(C)CS(=O)(=O)c1ccccc1 (stereo not drawn)	-8	0	-7	12	-1	-18	1	-4
CSc1nc(N(C)NC(=O)c2ccccc2)c2ccccc2n1	3	1	4	24	-9	1	-5	-3
CN(CCC#N)C(=O)CSc1ncnc2sc(-c3ccccc3)cc12	5	-2	17	-45	1	-9	-4	10
CCN1CCN(c2ccc(S(=O)(=O)N3CCOCC3)cc2NC(=O)c2sccc2C)CC1	-4	-1	-2	6	-22	-1	-8	-4
CC(=O)Nc1ccc(S(=O)(=O)N(C)CC(=O)OCC(=O)NCc2ccco2)cc1	6	2	0	2	-1	4	-6	-6
Cc1nc2nc(C)c(CCC(=O)N3CCN(c4ccccc4)CC3)c(C)n2n1	8	1	0	16	-9	-2	-7	-1
O=C(Nc1ccc(Cl)cn1)c1ccc2c(Cl)c3c(nc2c1)CCC3	71*	4	-23	-3	2	-2	1	8
O=C(COC(=O)CNC(=O)c1ccccc1F)NCC(F)(F)F	11	1	-7	12	6	0	3	-8
COCCN1CCN(c2c(C)c(C)nc3cc(-c4cccc(OC)c4)nn23)CC1	4	1	-18	-132	-24	2	3	-2
CCOC(=O)c1c(C)[nH]c(C(=O)OC(C)C(=O)Nc2ccccc2OC)c1C (stereo not drawn)	0	-6	19	-3	-2	-8	2	-10
CCc1cc(C(=O)O)c(NC(=O)C(c2ccccc2)c2ccccc2)s1	-2	1	8	4	7	-3	-6	1
Cc1ccc(C2=NN(C(=O)COc3ncnc4ccccc34)C(c3ccco3)C2)cc1 (stereo not drawn)	8	1	0	12	-21	15	4	-2
CCC(C)(C)n1nnnc1C(c1ccccc1F)N1CCC(C(N)=O)CC1 (stereo not drawn)	-5	-4	2	22	-1	-19	0	-2
CCOC(=O)c1nnn(-c2nonc2N)c1CSc1ccc(C)cc1	2	-1	10	1	7	29	-1	9
COc1ccc(CNC(=O)C(NC(C)=O)C(=O)Nc2ccc(C(C)C)cc2)cc1 (stereo not drawn)	-2	1	4	13	3	-13	7	-2
CCOC(=O)c1c(-c2ccccc2)csc1NC(=O)CSc1nc(C)cc(C)n1	9	3	22	28	1	8	-2	0
COC(=O)c1nn(-c2cccc(Cl)c2)cc(OC)c1=O	5	2	5	21	1	-13	0	-1
COc1cc(OC)c2c(-c3cccc(-c4ccc(F)c(Cl)c4)c3)cc(=O)oc2c1	-1	3	16	-63	.	14	.	-1
CCSc1ccc2nnc(-c3ccc(F)cc3)n2n1	5	0	0	-191	6	5	2	12

An excerpt from the list above:
SMILES	SENP7 block	SENP1 inh	Apaf1 inhib	SENP8 block-1	SENP6 inh	PfGluPho inh	SENP8 block-2	HKDC1 inh
CCOC(=O)c1c(-c2ccccc2)csc1NC(=O)CSc1nc(C)cc(C)n1	9	3	22	28	1	8	-2	0
COC(=O)c1nn(-c2cccc(Cl)c2)cc(OC)c1=O	5	2	5	21	1	-13	0	-1
COc1cc(OC)c2c(-c3cccc(-c4ccc(F)c(Cl)c4)c3)cc(=O)oc2c1	-1	3	16	-63	.	14	.	-1
CCSc1ccc2nnc(-c3ccc(F)cc3)n2n1	5	0	0	-191	6	5	2	12

New compounds follow:
SMILES	SENP7 block	SENP1 inh	Apaf1 inhib	SENP8 block-1	SENP6 inh	PfGluPho inh	SENP8 block-2	HKDC1 inh
Cc1c(Cl)c(C(=O)N2CCCC2)nn1C	1	1	-7	18	-23	-5	-8	-8
c1cncc(CSc2nnc3ccc(-c4ccncc4)nn23)c1	11	4	-26	19	8	-16	6	-9
Cc1ccc(S(=O)(=O)Nc2ccc(C(=O)Nc3ccncc3)cc2)cc1	2	2	-1	-10	0	-12	-2	-5
COc1c(C)cc(C(=O)C2CCCN(C(=O)CCc3scnc3C)C2)cc1C (stereo not drawn)	-7	2	-25	9	-44	4	-1	-3
COc1ccc(CC(=O)N[C@@H](CCSC)C(=O)N2CCC3(CC2)NCCc2[nH]cnc23)cc1	-3	2	-2	-2	5	3	-1	-3
CC(=O)NCCOc1cccc2cccnc12	2	3	-7	-22	-30	12	3	-9
CN(CCOc1cccc2ccccc12)Cc1ccccc1	7	3	10	6	0	9	-5	-2
CC(C)C(NC(=S)NCc1ccccc1)C(=O)O (stereo not drawn)	4	2	0	33	-14	10	1	-3
CC(=O)COC(=O)C1=NN(c2ccccc2)C(=O)CC1	3	-1	1	15	-4	4	-4	-4
O=C(O)CC/C(=C\c1ccc2c(c1)OCO2)c1nc2ccccc2s1	-2	-2	5	-236	0	-26	7	6
Cc1nn(CC(=O)NCCCN2CCCC2)c(=O)c2nn(-c3ccccc3)c(C)c12	-7	-6	4	16	-8	11	-8	-3
CC(=O)NC1=NN(C(C)=O)C(C)(CS(=O)(=O)c2ccc3ccccc3c2)S1 (stereo not drawn)	-1	-1	2	23	-12	-17	-4	0
CC(C)OCCCNC(=O)COc1ccc2oc3c(c2c1)CCCC3	6	0	24	6	-16	4	-13	4
CCn1c(SCC(=O)NCC2CCCO2)nc2c(c1=O)SC(C)C2 (stereo not drawn)	10	0	7	19	-1	-3	-3	-8
CCCc1nc2ccccc2n1C(=S)SC	2	-2	5	14	-8	2	-5	-6
CC(C)N(Cc1ccccc1)C(=O)CN1C(=O)NC2(CCCC2)C1=O	-3	2	-9	3	6	3	-1	-6
O=C(Nc1ccc2nc3n(c(=O)c2c1)CCCCC3)c1c(F)ccc([N+](=O)[O-])c1F	-2	3	17	15	6	6	-2	32
CCOC(=O)C1=C(c2ccccc2)NC(SC)=C(C#N)C1c1cccnc1 (stereo not drawn)	1	3	-7	-7	8	6	1	-12
CCc1nnc(NC(=O)CSc2nnc(CNc3ccc(Cl)cc3)o2)s1	4	-1	12	12	0	-30	1	3
O=C1CCCc2cc3c(ccc4ccccc43)cc21	.	-14	.	-132	.	35	.	0
Cc1ccc(NS(=O)(=O)c2cccc(C(=O)NNC(=O)c3ccco3)c2)c(C)c1	-12	1	10	16	-4	-5	-3	-1
O=C(C1CCCO1)N1CCN(C(=S)Nc2ccc(Br)cc2)CC1 (stereo not drawn)	-9	2	-5	5	-8	15	11	-7
Cc1nc2cc(NC(=O)c3ccco3)ccc2n1C	-4	1	6	6	-5	4	-7	-3
COc1cc(C)c(Cl)cc1S(=O)(=O)N1CCSC1	4	1	6	5	13	-2	2	3
COc1ccc(OC)c(-c2cc(C3CCN(C(=O)OC(C)(C)C)CC3)[nH]n2)c1	-4	-1	21	-5	-12	6	-15	2

Remaining list, next part
SMILES	SENP7 block	SENP1 inh	Apaf1 inhib	SENP8 block-1	SENP6 inh	PfGluPho inh	SENP8 block-2	HKDC1 inh
COc1ccc(CN2CCN(C(=O)c3ccc4nc(N5CCOCC5)sc4c3)CC2)c(OC)c1OC	8	4	3	-3	-2	-10	-5	-3
O=C(CC1CCCC1)N1CCN(S(=O)(=O)c2ccccc2)CC1	5	-1	-9	2	13	-28	-5	4
Nc1nc(CN2CCN(c3ccccc3F)CC2)nc(Nc2ccc3c(c2)OCCO3)n1	8	2	-13	4	3	-7	1	2
COc1ccc(/C=C/C(=O)NCC(=O)N/N=C/c2cc(Br)ccc2OC)cc1	84*	1	7	4	-6	-12	-3	-4
CCN(CC)C(=S)SCC(=O)NC12CC3CC(CC(C3)C1)C2	-6	0	11	8	-9	-3	1	-6
S=C(Nc1cccc(Cl)c1)NC1CCCCC1	-3	-1	9	27	-19	-24	-16	-4
Cn1nc(C(=O)NCCCN2CCCCC2)c2c1-c1ccccc1S(=O)(=O)C2	11	3	-5	6	-6	8	-6	-6
O=C(NNc1cc(N2CCCC2)nc(N2CCCC2)n1)c1ccc([N+](=O)[O-])cc1	92*	-14	98*	77*	91*	-9	75*	3
Cc1cc(Cl)ccc1OCCCC(=O)OCC(N)=O	3	0	-7	15	-11	-9	-4	-6
CCn1c(C(C)NC(=O)c2cccc(C)c2)n[nH]c1=S (stereo not drawn)	-1	0	-4	16	-12	4	-8	-2
O=C(CCl)N1N=C(c2ccco2)CC1c1cccs1 (stereo not drawn)	.	-23	.	9	.	5	.	13
COc1ccc(CC(=O)OC(C)C(=O)c2ccc(C)cc2)cc1 (stereo not drawn)	-9	3	3	-4	-10	-4	-7	1
COC(=O)C1=C(C)N(Cc2ccccc2)C(=NCCc2cccnc2)N[C@H]1c1ccccc1	0	-3	8	1	5	2	3	2
CCOc1ccc(C(=O)CSCCC(=O)O)cc1	-18	-4	-8	14	-1	-4	-1	-2
Cc1nnc(SCCn2c(N3CCC(C)CC3)nc3c2c(=O)[nH]c(=O)n3C)s1	-3	2	-12	1	0	-8	-2	-6
CC(C)CN(C(=O)/C=C/c1nc2ccccc2s1)C1CCS(=O)(=O)C1 (stereo not drawn)	5	-11	14	-169	-13	4	-1	4
O=C(CSc1nc2ncccc2[nH]1)Nc1ccccc1-c1ccccc1	13	2	4	0	-8	-5	-10	1
Cc1ccnc(NC(=O)Cn2c(=O)oc3cc(S(=O)(=O)N4CCCC4)ccc32)c1	1	1	1	23	14	7	4	-2
CC1CN(c2cc(=O)n(-c3cccc(Br)c3)c(=O)[nH]2)CC(C)O1 (stereo not drawn)	4	-2	2	2	-8	9	2	-4
CCOC(=O)c1ccc(CN2Cc3ccccc3C2=O)cc1	0	1	-2	13	-23	5	0	-5
O=C(Nc1ccccc1)Nc1ccc(S(=O)(=O)N2CCCCC2)cc1	6	-2	-2	8	12	8	-8	4
Cn1c(O)c(/C=N/NC(=O)c2cc3ccccc3cc2O)c2ccccc21	11	-25	26	-251	97*	-44	93*	-5
O=C(c1cc(-c2ccc(Cl)cc2)on1)N1CCCCCC1	25	0	3	1	3	19	-4	-2
CCOCCCNC(=O)c1cc2c(=O)n(CC)c3ccccc3c2s1	-2	-1	3	-294	-9	11	1	22

Compound profiles (already shown):
Cn1nc(C(=O)NCCCN2CCCCC2)c2c1-c1ccccc1S(=O)(=O)C2 in the list: SENP7 block: 11; SENP1 inh: 3; Apaf1 inhib: -5; SENP8 block-1: 6; SENP6 inh: -6; PfGluPho inh: 8; SENP8 block-2: -6; HKDC1 inh: -6
COc1ccc(/C=C/C(=O)NCC(=O)N/N=C/c2cc(Br)ccc2OC)cc1 in the list: SENP7 block: 84*; SENP1 inh: 1; Apaf1 inhib: 7; SENP8 block-1: 4; SENP6 inh: -6; PfGluPho inh: -12; SENP8 block-2: -3; HKDC1 inh: -4
